Bioassay records (PubChem BioAssay)
WRN inhibitor – qHTS for Inhibitors of WRN Helicase; Potency, µM (doses to about 114 µM), for inactives: at the highest dose activity change, negative = inhibition, usual class: inhibitors; AID 651768, 2012; WRN helicase unwinding, fluorescent forked duplex, kinetic; 360,000 tested, 0.46% active; Bifunctional 3'-5' exonuclease/ATP-dependent helicase WRN (Homo sapiens), Q14191; note: potency is the fitted concentration of half-maximal effect; % is set by controls: 0 for no effect and ±100 for the full control effect; nearly all actives have a fitted effect of over 55% in size
Target sequence (Q14191 whole entry, looked up): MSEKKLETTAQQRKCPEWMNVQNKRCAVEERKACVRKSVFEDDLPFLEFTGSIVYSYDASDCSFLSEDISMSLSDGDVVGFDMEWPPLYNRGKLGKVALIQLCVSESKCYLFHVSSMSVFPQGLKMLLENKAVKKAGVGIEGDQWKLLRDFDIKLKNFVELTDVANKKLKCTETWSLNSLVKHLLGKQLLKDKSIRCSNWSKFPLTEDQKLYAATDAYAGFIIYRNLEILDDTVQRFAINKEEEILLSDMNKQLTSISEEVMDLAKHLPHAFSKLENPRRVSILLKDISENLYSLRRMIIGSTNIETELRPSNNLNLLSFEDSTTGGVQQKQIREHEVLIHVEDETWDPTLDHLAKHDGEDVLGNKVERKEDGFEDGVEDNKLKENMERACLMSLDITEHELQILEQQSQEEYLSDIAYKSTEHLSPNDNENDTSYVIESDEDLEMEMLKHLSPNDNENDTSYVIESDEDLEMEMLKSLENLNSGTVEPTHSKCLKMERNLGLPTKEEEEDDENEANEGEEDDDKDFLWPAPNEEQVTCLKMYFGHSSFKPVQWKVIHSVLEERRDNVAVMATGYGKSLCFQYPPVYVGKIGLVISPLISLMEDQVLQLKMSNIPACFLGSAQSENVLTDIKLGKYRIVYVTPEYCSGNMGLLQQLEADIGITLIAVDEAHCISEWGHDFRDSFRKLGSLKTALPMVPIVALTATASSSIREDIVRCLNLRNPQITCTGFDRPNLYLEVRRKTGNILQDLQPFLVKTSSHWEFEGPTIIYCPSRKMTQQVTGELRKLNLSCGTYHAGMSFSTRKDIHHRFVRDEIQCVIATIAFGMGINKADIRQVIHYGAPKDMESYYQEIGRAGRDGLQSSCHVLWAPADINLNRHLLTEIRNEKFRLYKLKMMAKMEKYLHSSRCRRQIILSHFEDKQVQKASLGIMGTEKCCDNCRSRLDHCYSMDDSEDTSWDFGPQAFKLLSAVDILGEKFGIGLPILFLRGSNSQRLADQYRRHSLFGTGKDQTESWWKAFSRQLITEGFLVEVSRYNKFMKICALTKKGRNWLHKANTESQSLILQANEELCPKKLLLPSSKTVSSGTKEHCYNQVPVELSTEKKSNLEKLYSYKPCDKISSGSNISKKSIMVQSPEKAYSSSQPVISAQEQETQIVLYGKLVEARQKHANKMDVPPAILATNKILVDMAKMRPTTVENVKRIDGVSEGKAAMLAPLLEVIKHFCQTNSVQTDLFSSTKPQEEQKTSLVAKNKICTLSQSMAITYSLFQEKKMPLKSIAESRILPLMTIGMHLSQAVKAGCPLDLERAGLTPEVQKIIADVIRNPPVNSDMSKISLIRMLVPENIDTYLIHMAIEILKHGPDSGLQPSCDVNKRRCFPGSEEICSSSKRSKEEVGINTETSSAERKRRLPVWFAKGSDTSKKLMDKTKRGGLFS
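Fluorescence dequenching readout, ex 525 nm/em 598 nm, kinetic mode: forked duplex DNA (100 nM final) with adjacent fluorophore and quencher unwound by WRN (20 nM final) with 2 mM ATP. Compound preincubation 15 min, room temperature.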
KB-V1 cytotox – qHTS assay for MDR1-selective chemotherapeutics: Primary screen using the drug-selected MDR subline cells KB-V1 | KB-V1 MDR cells viability, CellTiter-Glo, 72 h | Potency, µM (doses to about 46.1 µM), inactives show at the highest dose activity change, negative = cytotoxicity, usual class: cytotoxic | 400,000 tested, 3.4% active; note: potency is the fitted concentration of half-maximal effect; % is set by controls: 0 for no effect and ±100 for the full control effect; nearly all actives have a fitted effect of over 60% in size
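In this primary screen, KB-V1 cells overexpressing P-gp are incubated with library compounds (lowest to highest concentration) for 72 h at 37 degrees C before a luminescent ATP viability read.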
MCF10A rerep – A quantitative high throughput screen for small molecules that induce DNA re-replication in MCF 10a normal breast cells | MCF 10A DNA re-replication, Hoechst nuclear intensity, 48 h | Potency, µM (highest dose often 46.1 µM), without a hit: top-dose activity, positive = re-replication, most hits filed as activators | 350,000 tested, 2.9% active | AID 624296, 2012; note: potency is the fitted concentration of half-maximal effect; % of control where 0% means no effect; nearly all actives have a fitted effect of over 50% in size
HT1080-NT tox – qHTS for induction of synthetic lethality in tumor cells producing 2HG: qHTS for the HT-1080-NT fibrosarcoma cell line; HT-1080-NT fibrosarcoma viability, CellTiter-Glo ATP luminescence, 48 h; Potency, µM (highest dose often 46.1 µM), for inactives: at the highest dose activity, negative = less viability, hits mostly cytotoxic; 360,000 tested, 1.6% active; AID 686970, 2013;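 note: NT is the 2HG producing partner of a matched IDH1 knockdown line; potency is the fitted concentration of half-maximal effect; 0% = DMSO-treated cells and -100% = media-only wells without cells; nearly all actives have a fitted effect of over 55% in size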
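Read-out is CellTiter-Glo luminescence after 10 minutes at room temperature, following 48 hours' compound treatment of HT-1080-NT cells (750 cells/well, RPMI, 5% FBS, 37 degrees C).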
ATXN2 expr inh – Primary qHTS for Inhibitors of ATXN expression; HEK-293 ATXN2-luciferase reporter, luminescence, 24 h; Potency, µM (doses to about 57 µM), for inactives: at the highest dose activity change, negative = inhibition, actives largely listed as inhibitors; 360,000 tested, 0.72% active; note: potency is the fitted concentration of half-maximal effect; % is set by controls: 0 for no effect and ±100 for the full control effect; nearly all actives have a fitted effect of over 55% in size
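qHTS (up to 57 uM final) was run with 24 h compound exposure of reporter cells at 37 °C. Each well was multiplexed: SteadyGlo luminescence measured ATXN2-luciferase expression after a fluorogenic Gly-Phe-AFC viability readout (25 uM final).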
KB-3-1 cytotox – qHTS assay for MDR1-selective chemotherapeutics: Primary screen using the parental adenocarcinoma cell KB-3-1; AID 1347075, 2019; Potency, µM (highest dose often 46.1 µM), for the others: at the highest dose activity change, negative = cytotoxic, hits mostly cytotoxic; KB-3-1 viability, CellTiter-Glo ATP luminescence, 72 h; 400,000 tested, 1.4% active; note: potency is the fitted concentration of half-maximal effect; % is set by controls: 0 for no effect and ±100 for the full control effect; nearly all actives have a fitted effect of over 60% in size
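Viability of parental KB-3-1 cells, measured by CellTiter-Glo luminescence, followed a 72 h incubation at 37 °C with pinned compounds in phenol-red-free DMEM containing 10% FBS.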
IL-1B inflam inh – qHTS for Inhibitors of Inflammasome Signaling: IL-1-beta AlphaLISA Primary Screen; AID 743279, 2014; 360,000 tested, 4.7% active; activity change, % at 57.5 µM; THP-1 LPS/ATP IL-1B secretion, AlphaLISA, 16 h; hits give low values; in the data active = activity change below about -50%; inconclusive = mostly about -30% to -49%; note: % is set by controls: 0 for no effect and ±100 for the full control effect
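Secreted IL-1B measured by AlphaLISA bead assay after 16 h compound exposure of THP-1 cells; compounds (final up to 57.5 uM) added 1 h before LPS (250 ng/mL) and ATP (1.25 mM) stimulation; lower signal means less secretion.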
HT1080 IDH1KD tx – qHTS for induction of synthetic lethality in tumor cells producing 2HG: qHTS for the HT-1080-IDH1KD cell line | HT-1080 IDH1 knockdown viability, ATP luminescence, 48 h | Potency, µM (top dose mostly 46.1 µM), for the others: top-dose activity, negative = toxicity, most hits filed as cytotoxic | 360,000 tested, 2% active | AID 686971, 2013;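 note: potency is the fitted concentration of half-maximal effect; 0% = DMSO wells and -100% = cell-free medium wells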
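Assay cells: HT-1080 with IDH1 knockdown, 750 per well, RPMI/5% FBS. Exposure: 48 h at 37 °C following 2 h pre-incubation. Read: CellTiter-Glo luminescence; fitted concentration-response, curve class assigned.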
SW480 rereplic – A quantitative high throughput screen for small molecules that induce DNA re-replication in SW480 colon adenocarcinoma cells; SW480 DNA re-replication, Hoechst DNA content imaging, 48 h; Potency, µM (top dose mostly 46.1 µM), without a hit: top-dose re-replication activation, usual class: activators; 340,000 tested, 1.8% active; AID 624297, 2012; note: potency is the fitted concentration of half-maximal effect; % of control where 0% means no effect; nearly all actives have a fitted effect of over 55% in size
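Readout is total intensity of Hoechst-stained nuclei, excited at 405 nm and collected at 500-530 nm. Compound treatment lasted 48 hr at 37 C in 5% CO2 before staining.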
* = called active by the depositor; ? = inconclusive; / = no result given; & = joins results of further samples; ! = not confirmed by another sample; [ ] = another dose, or the depositor's remark. Unless noted, calls come from the whole dose curve; as a rule, active = well fitted curve in the direction sought with a large enough effect; inconclusive = small, poorly fitted or top-dose-only effect, or another doubt; inactive = no such curve, though single readings can be large; an effect the other way counts as inactive or inconclusive. Hits appear at their usual frequency. Share with any hit: about 12%.

SMILES | WRN inhibitor | KB-V1 cytotox | MCF10A rerep | HT1080-NT tox | ATXN2 expr inh | KB-3-1 cytotox | IL-1B inflam inh | HT1080 IDH1KD tx | SW480 rereplic
COc1ccc(C2=NOC(C(=O)NCC(C)C)C2)cc1 (stereo unspecified) | -1% | -22% | 2% | -4% | 35%[activator] | 2% | -16 | 3% | -3%
CCOC(=O)C1CCN(c2nc(N)c3c(N)nc(SCC(=O)O)cc3c2C#N)CC1 | 45µM* | 10% | 16% | -2% | -9% | 3% | 21 | 0% | 5%
CC(=O)NCCC(=O)Nc1ccc(C)c(F)c1 | -1% | 20% | -2% | 18% | -1% | 1% | 11 | 19% | -14%
Cc1cc(C(=O)O/N=C(\N)c2ccncc2)ccc1[N+](=O)[O-] | 1% | 0% | 4% | -4% | -21% | -4% | -9 | -3% | 2%
CCOc1ccc(OCC)c(NC(=O)C2CCN(c3nn4c(=O)cc(C)nc4s3)CC2)c1 | -11% | ? | 0% | 7% | -13% | 0% | ? | 0% | 5%
CCN1CCN(c2ncnc3c2cnn3-c2ccccc2)CC1 | 4% | -6% | 24% | -6% | 22% | -1% | -19 | 0% | 2%
CC(C)(CO)NC(=O)c1ccc2c(c1)C(=O)c1ccccc1-2 | -3% | 12% | 4% | 7% | 24% | 5% | -28 | 8% | -3%
CN(C)S(=O)(=O)c1ccc(C(=O)Nc2nc3ccccc3[nH]2)cc1 | -9% | ? | 4% | 21% | 49%[activator] | 21% | -3 | 15% | -2%
COc1cc(OC)c(C2C(C#N)=C(N)OC3=C2C(=O)CC(C)(C)C3)cc1OC (stereo unspecified) | 3%[57.1 µM] | 26% | -5% | -1% | -5% | 4% | 12 | ? | 4%
CCOc1cc(C(N)=O)cc(Br)c1OCc1ccccc1 | 9% | 7% | 3%[9.22 µM] | 0% | -24% | 1% | 27 | -3% | -34%[inhibitor]
Cc1ccc([C@H]2C[C@H](O)[C@@H](n3cc(C4CC4)nn3)CN2CC2CCCCC2)cc1 | -3% | -10% | / | -4% | 7% | 7% | 48 | 22% | /
CSc1ncc(CN2CCN(CCC(C)C)C(CCO)C2)cn1 (stereo unspecified) | 0%[57.1 µM] | -21% | ? | -9% | 0% | 8% | -1 | 0% | -5%
COC(=O)C1=C(O)/C(=C\c2ccc(CNS(=O)(=O)c3ccc(Cl)cc3)o2)N=C1C | ? | 0% | 2% | 10% | 10% | 4% | 13 | 1% | -5%
COc1ccccc1Oc1coc2cc(OC(=O)N3CCOCC3)ccc2c1=O | 9% | 23µM* | 6% | 3% | -3% | ? | -1 | 4% | -6%
COc1cc2c(cc1NC(=O)COC(=O)CNC(=O)c1ccccc1)oc1ccccc12 | 0% | 6% | -1% | -4% | 4% | 25% | -4 | -7% | 0%
Cc1ccc2c(c1)-c1cc(C)nn1C(c1sccc1C)N2 (stereo unspecified) | -20% | -6% | -145%[0.0737 µM] | -3% | 3% | 0% | -5 | -3% | ?
COC(=O)c1nc(NC(=O)c2ccccc2Br)n[nH]1 | 6% | -14% | 16% | -3% | 2%[11.3 µM] | -4% | -3 | 1% | -6%
CC(=O)N(c1ccc(N(C(C)=O)S(=O)(=O)c2cccs2)cc1)S(=O)(=O)c1cccs1 | -5% | 20% | 15% | 1% | -10% | 4% | -5 | -6% | -1%
CC1CCN(c2ccc(/C=C(\C#N)c3nn(-c4ccccc4)c(N)c3C#N)cc2[N+](=O)[O-])CC1 | -28% | 2% | 11% | ? | -16% | -5% | 0 | ? | -13%
Cc1cc(C)c(C2=NOC3C4CCC(C4)C23)c(C)c1 (stereo unspecified) | -2% | ? | 2% | -4% | -7% | 1% | 12 | -13% | -5%
COc1ccc(Br)cc1/C=N/NC(=O)Cn1nnnc1N | -12% | 15% | 10% | -5% | 9% | 5% | 29 | -20% | ?
C[C@]12CC[C@@H]3c4ccc(OC(=O)c5ccccc5)cc4CC[C@H]3[C@@H]1CC[C@@H]2O | / | 21µM* | 30µM*! | -1% | 6% | ? | 17 | 0% | -43%&12%[inhibitor]
COc1ccccc1C(=O)NC(=O)COC(=O)CNC(=O)c1ccc(Cl)c([N+](=O)[O-])c1 | -9% | 20% | 22% | 14% | 5% | 6% | -18 | 8% | 1%
CCOC(=O)CSc1n[nH]c(-c2ccco2)n1 | 3% | 7% | -9% | 10% | 5% | 2% | 32 | 12% | -5%
COc1ccc(N2CCN(C(=O)C3CCN(S(=O)(=O)c4cccs4)CC3)CC2)cc1 | 6% | ? | -7% | -12% | -15%&-18% | -4%&14% | 5 | -5% | -9%

Complete entries as entered above. Screens in order: WRN inhibitor, KB-V1 cytotox, MCF10A rerep, HT1080-NT tox, ATXN2 expr inh, KB-3-1 cytotox, IL-1B inflam inh, HT1080 IDH1KD tx, SW480 rereplic
CCOc1cc(C(N)=O)cc(Br)c1OCc1ccccc1 across the screens: 9%, 7%, 3%[9.22 µM], 0%, -24%, 1%, 27, -3%, -34%[inhibitor]
COc1ccccc1C(=O)NC(=O)COC(=O)CNC(=O)c1ccc(Cl)c([N+](=O)[O-])c1 across the screens: -9%, 20%, 22%, 14%, 5%, 6%, -18, 8%, 1%
Cc1cc(C)c(C2=NOC3C4CCC(C4)C23)c(C)c1 (stereo unspecified) across the screens: -2%, ?, 2%, -4%, -7%, 1%, 12, -13%, -5%
COc1ccc(N2CCN(C(=O)C3CCN(S(=O)(=O)c4cccs4)CC3)CC2)cc1 across the screens: 6%, ?, -7%, -12%, -15%&-18%, -4%&14%, 5, -5%, -9%
CCOC(=O)CSc1n[nH]c(-c2ccco2)n1 across the screens: 3%, 7%, -9%, 10%, 5%, 2%, 32, 12%, -5%

Other records:
SMILES | WRN inhibitor | KB-V1 cytotox | MCF10A rerep | HT1080-NT tox | ATXN2 expr inh | KB-3-1 cytotox | IL-1B inflam inh | HT1080 IDH1KD tx | SW480 rereplic
Cc1ccc2nc(SCC(=O)N3CCCC3)nc(=O)n2c1 | 0% | ? | 4% | 1% | 18% | 12% | 5 | 5% | -5%
C[C@@H](c1ccccc1)N1C[C@@H](COCc2ccccc2)Oc2cc(N3CCC[C@H]3CO)ccc2S1(=O)=O | -5% | 7% | / | -1% | -11% | -29% | ? | -22% | /
CCOC(=O)/C(=N/Nc1ccc(OC)cc1)Sc1nnc(CCc2ccccc2)n1-c1ccccc1 | -23%[57.1 µM] | -27% | -2% | -9% | -9%[11.3 µM] | 8% | -16 | -11% | 2%
Cc1ccc(S(=O)(=O)N=N/C=C2\C=CC=CN2O)cc1 | -2% | 9% | / | 7% | / | ? | -12 | 2% | /
Cc1ccc(SCC(=O)Nc2c(Br)cnn2C)cc1 | 14% | -24% | 9% | -8% | -15% | -13% | 28 | -6% | 3%
NC(=O)c1ccsc1NC(=O)COC(=O)c1cnccn1 | ? | -16% | 1% | -3% | -18% | 7% | 4 | -1% | 0%
O=C1NCC(=O)N(Cc2ccccc2)/C1=C/c1ccccc1 | -1% | 7% | 3% | 0% | 0% | 4% | -16 | -2% | 24%
Cc1c(O)ccc2c3c(c(=O)oc12)CCCC3 | -14% | 16µM* | ? | -2% | -7% | ? | -1 | -1% | -2%
CCOC(=O)c1ccc(NC(=O)CSc2nnc(-c3cccs3)n2C)cc1 | -1% | -28% | 2% | -6% | 1% | 18% | -7 | -21% | 0%
CCOCCCn1c(SCC(=O)Nc2ccc3[nH]c(=O)[nH]c3c2)nc2ccccc2c1=O | -10% | 6% | 2% | -10% | 1% | ? | -54* | 1% | -3%
COc1ccc(OC)c(C2=Nn3c(nnc3-c3cc(OC)c(OC)c(OC)c3)SC2)c1 | -11% | 1.3µM* | -1% | ? | -4% | -13% | 0 | ? | 23%
CCCC1(C(=O)OCC)NC(c2ccco2)C2C(=O)N(C)C(=O)C21 (stereo unspecified) | 0% | -3% | -4% | 6% | -6% | -2% | -14 | 5% | -14%
Nc1nc(N)nc(-c2ccccc2-c2nc(N)nc(N)n2)n1 | 6% | -6% | -2% | 5% | / | -2% | 21 | -2% | -9%
CCC(=O)Nc1c(C(=O)Nc2cccc(OC)c2)oc2ccccc12 | 3% | 0% | -3% | 9% | 36% | -18% | -15 | -6% | -2%
O=[N+]([O-])c1cc(C(F)(F)F)ccc1NCCc1ccncc1 | -14% | -5% | 24% | -5% | 0% | 0% | -19 | -3% | 22%
COc1ccc(OC)c(C=Cc2ccc([N+](=O)[O-])cc2)c1 | -7% | -6% | / | -16% | / | 1% | -16 | -1% | /
Cn1nc(C(=O)NCc2ccc(F)cc2)c2ccccc2c1=O | 3% | ? | 32% | 8% | 4% | -6% | 28 | -7% | -6%
CCc1nnc(SCC(=O)Nc2ccc(N3CCOCC3)cc2)o1 | -3% | 0% | 4% | 24% | 6% | -6% | 12 | 23% | -3%
COc1ccccc1CNC(=O)C1Cc2cc(S(=O)(=O)N3CCCC3)ccc2N1C(C)=O (stereo unspecified) | -3% | 14% | -1% | 1% | 5% | 0% | 9 | 1% | ?
N=c1sccn1CC(=O)Nc1cc(S(=O)(=O)N2CCCC2)ccc1Cl | 5% | -1% | 1% | 5% | 22% | 1% | -6 | 32% | -5%
